Compound activity as filed in PubChem BioAssay.
PPARg SRC-1 ag: promotes SRC-1 coactivator recruitment by human PPARgamma; PPARgamma-SRC-1 coactivator recruitment biochemical assay; activation, % at 8 µM; 200,000 compounds, 0.41% hits; AID 631; in the data active = activation above about 19%;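 also: 0% = DMSO and 100% = reference agonist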
PMI act hi M6P: activators of human phosphomannose isomerase at near-saturating mannose 6-phosphate; P34949; coupled PMI enzyme assay, resazurin fluorescence, 20 min; hits give high values; 1 = untreated enzyme, 0 = substrate-free blank; activation factor at 20 µM; 190,000 compounds, 0.34% hits; AID 1216;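 active = activation factor of 2 or more at 20 µM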
Target sequence (P34949 whole entry, looked up): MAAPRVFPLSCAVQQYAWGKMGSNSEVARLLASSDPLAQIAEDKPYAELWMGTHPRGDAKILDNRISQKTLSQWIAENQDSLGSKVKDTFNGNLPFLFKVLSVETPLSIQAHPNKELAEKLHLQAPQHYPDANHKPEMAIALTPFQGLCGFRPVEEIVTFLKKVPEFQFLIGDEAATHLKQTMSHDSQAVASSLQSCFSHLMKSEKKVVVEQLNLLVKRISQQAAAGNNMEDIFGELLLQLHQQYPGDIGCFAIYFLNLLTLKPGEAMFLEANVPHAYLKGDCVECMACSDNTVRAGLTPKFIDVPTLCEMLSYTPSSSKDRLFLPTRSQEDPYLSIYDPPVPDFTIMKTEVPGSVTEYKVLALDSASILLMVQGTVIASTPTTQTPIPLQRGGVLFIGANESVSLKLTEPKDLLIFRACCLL
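test system = human PMI in coupled enzyme assay | medium = HEPES-buffered pH 7.4 with magnesium and detergent | also added = 1.0 mM mannose-6-phosphate substrate with 0.22 mM NADP+ | compound = 20 µM single dose | times = 20 min incubation at room temperature | measured by = resorufin fluorescence (Ex 544/Em 590 nm) from resazurin via diaphorase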
TR-FRET SRC-2 ct: TR-FRET artefact, counter-screen to PPARgamma/SRC-2 agonist assay; AID 1049; 200,000 compounds, 0.4% hits; hits give high values; TR-FRET ratio at 8 µM; in the data active = TR-FRET ratio above about 2000; also: inactives centre near 1500
PMI activator: phosphomannose isomerase (human) activation | purified human PMI, coupled resazurin fluorescence, 20 min; hits give high values; 1 = vehicle control, 0 substrate-free wells | 190,000 compounds, 0.005% hits | P34949 | activation factor at 20 µM;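 active = activation factor of 2 or more at 20 µM, relative to plate controls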
G6PDH CS: inhibits Leuconostoc G6PDH, flagging false hits in G6PDH-based assays; Purified L. mesenteroides G6PDH, diaphorase/resazurin coupled fluorescence, 45 min; AID 1020; 200,000 compounds, 0.12% hits; inhibition, % at 5 µM; in the data active = inhibition above about 50%
PPARg SRC3 recr: agonists of human PPARgamma SRC-3 coactivator recruitment; biochemical PPARgamma/SRC-3 coactivator recruitment assay; activation, % at 8 µM; 200,000 compounds, 0.26% hits; in the data active = activation above about 23%;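 also: 0% = DMSO and 100% = reference agonist; some compounds past the cut are filed as inactive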
ROMK mod: modulators of human ROMK potassium channel; 130,000 compounds, 2% hits; B-score at 10 µM; Tet-inducible ROMK, thallium flux fluorescence; actives lie on both sides;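 active = signal ratio slope over the read window, or its plate-corrected B-score, at least 3 SD from the plate mean, either direction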;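 also: B-score of the F/F0 ratio slope over 7 to 12 s after thallium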
Target sequence (P48048 whole entry, looked up): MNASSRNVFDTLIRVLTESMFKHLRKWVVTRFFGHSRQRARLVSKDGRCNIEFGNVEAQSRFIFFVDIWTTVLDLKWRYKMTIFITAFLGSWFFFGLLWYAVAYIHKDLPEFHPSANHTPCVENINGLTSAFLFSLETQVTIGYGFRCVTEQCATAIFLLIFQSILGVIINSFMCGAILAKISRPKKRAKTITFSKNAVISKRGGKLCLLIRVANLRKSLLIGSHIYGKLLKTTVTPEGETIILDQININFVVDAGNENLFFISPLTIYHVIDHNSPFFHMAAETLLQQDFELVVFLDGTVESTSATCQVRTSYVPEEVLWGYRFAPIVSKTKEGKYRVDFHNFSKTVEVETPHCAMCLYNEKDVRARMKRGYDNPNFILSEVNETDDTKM
S1P3 antagonist: blocks the human S1P3 receptor. Q99500. CHO S1P3 NFAT-BLA reporter, FRET fluorescence, antagonist mode. inhibition, % at 4.98 µM. 170,000 compounds, 0.27% hits. AID 485;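 active = inhibition above the plate cutoff, the mean inhibition of test wells on that plate plus 3 SD, cut at about 28% in these data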;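 also: cells challenged with S1P at its EC80 of 0.8 µM; blue over green emission ratio from cleaved BLA substrate after 4 h stimulation; 0% = S1P-stimulated wells and 100% = unstimulated DMSO-only wells; some compounds past the cut are filed as inactive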
PPARg SRC2 recr: agonists of SRC-2 recruitment by human PPARgamma; AID 1032; 200,000 compounds, 0.34% hits; PPARgamma LBD-SRC-2 recruitment, biochemical; activation, % at 8 µM; in the data active = activation above about 22%;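 also: 0% = vehicle and 100% = reference agonist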
Diaphorase inh: counter-screen for diaphorase-based assays: diaphorase inhibitors and chemical oxidizers | inhibition, % at 20 µM | diaphorase resazurin-to-resorufin fluorescence, NADH, 16 min; bacterial (C. kluyveri) enzyme, not human | 190,000 compounds, 0.69% hits;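 active = primary screen inhibition at 20 µM above a set limit, cut at about 50% in these data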;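 also: plate controls were DMSO with full reaction for no effect and wells lacking NADH for full effect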
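controls = No-NADH positive control and DMSO neutral control | system = Clostridium kluyveri diaphorase enzyme | timing = reaction incubation of 16 min at room temperature | signal = resorufin fluorescence 544/590 nm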
Diaph act CS: activates diaphorase or chemically reduces, flagging diaphorase assay artifacts; Diaphorase/resazurin coupled assay, resorufin fluorescence, 16 min; hits give high values; 1 = vehicle wells, 0 = NADH-free wells; activation factor at 20 µM; 190,000 compounds, 0.005% hits; AID 1229;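 active = diaphorase activity raised at least twofold by the compound at 20 µM; inactive = activation factor below 2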
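Test system: Clostridium kluyveri diaphorase, purified enzyme. Buffer or medium: 50 mM HEPES pH 7.4 buffer plus MgCl2 and Tween 20. Also added: 0.114 mM NADH and 0.1 mM resazurin, final amounts. Dosing: compound 20 µM once, DMSO 1%. Schedule: 16 min enzyme reaction, ambient temperature. Detection: fluorescence of resorufin, 544 nm excitation, 590 nm emission.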
* hit, by the source's call; x = no result given.

SMILES | PPARg SRC-1 ag | PMI act hi M6P | TR-FRET SRC-2 ct | PMI activator | G6PDH CS | PPARg SRC3 recr | ROMK mod | S1P3 antagonist | PPARg SRC2 recr | Diaphorase inh | Diaph act CS
Cc1cc(C)c(NC(=S)N(CCCN2CCN(C)CC2)Cc2cccs2)c(C)c1 | -4 | 1.1 | 1426 | 1 | -4 | 2 | 0.022 | -11 | -3 | 6 | 0.9
O=C(Nc1cccc(S(=O)(=O)N2CCCCC2)c1)Nc1ccc(Cl)cc1Cl | 3 | 0.9 | 1491 | 0.8 | 9 | 1 | 0.022 | 10 | -5 | 18 | 0.8
C[C@@H](C(=O)NCCc1c[nH]c2ccccc12)[C@@H]1C[C@@]1(C)[C@@H](NC(=O)OCc1ccccc1)c1ccccc1 | -7 | 0.8 | 1465 | 0.8 | 22 | -5 | -0.74 | -11 | -7 | 28 | 0.7
CC(C)OC(=O)Cn1nc(C(F)(F)F)c2c1CCCC2 | 3 | 1 | 1407 | 0.9 | 16 | -3 | -0.98 | 6 | 3 | 3 | 1
CCCCCOc1ccc(Br)cc1CSC(=N)N | 1 | 0.9 | 1568 | 0.9 | -3 | 7 | x | 6 | -1 | 2 | 1
Cc1ccc(NC2=NCC(=O)N2Cc2cccs2)cc1C | 4 | 1.2 | 1632 | 1.2 | 19 | 9 | -0.014 | 6 | 2 | -13 | 1.1
CSc1c(-c2ccccc2)nc2ccccc2c1C(=O)O | -6 | 1.1 | 1426 | 1 | -2 | 2 | x | x | 3 | -15 | 1.1
COCCN1Cc2cc3cc(C)ccc3nc2SC1=Nc1ccc(OC)cc1 | -1 | 1.4 | 1688 | 1.3 | 1 | 1 | 1 | 2 | 12 | 43 | 0.6
Cc1[nH]cnc1CSCCN | -1 | 1.1 | 1505 | 1.1 | 14 | 3 | x | -39 | -3 | -12 | 1.1
Cc1cc(S(=O)(=O)NC2CCCCC2)ccc1OCC(=O)NCc1cccnc1 | -1 | 1 | 1449 | 1 | 2 | 13 | x | x | 7 | 13 | 0.9
CC1(C)Cc2nc3sc4c(=O)[nH]cnc4c3cc2CS1 | -2 | 1 | 1362 | 0.8 | 12 | 2 | x | 11 | 6 | 36 | 0.6
COc1ccccc1NC(=O)c1oc2ccc(C)cc2c1C | -4 | 0.9 | 1537 | 0.9 | 9 | 0 | x | -7 | 4 | 27 | 0.7
CC1=CC(c2ccccc2)n2nc(N3C(=O)CCC3=O)nc2N1 (stereo not given) | 2 | 1 | 1575 | 1.2 | 0 | 10 | x | x | 5 | 0 | 1
CCCCCC(=O)N(CN1C(=O)CCC1=O)c1ccccc1 | -4 | 0.9 | 1479 | 0.9 | -7 | -11 | x | -15 | 1 | 14 | 0.9
COc1cccc(C2(c3cccc(OC)c3)CC2C(=O)Nc2ccccc2Cl)c1 (stereo not given) | 3 | 0.9 | 1558 | 0.8 | -17 | 2 | x | -1 | 6 | 20 | 0.8
O=C1C2C(C(=O)N1CC1CCCO1)C1C=CC2C12CC2 (stereo not given) | -1 | 1.1 | 1540 | 1 | 2 | -3 | 0.31 | x | -8 | 9 | 0.9
Cc1cc(C(=O)CSc2nn3c(=O)c(C(C)(C)C)nnc3s2)c(C)n1C1CC1 | 3 | 1 | 1534 | 1 | 0 | 0 | 0.91 | -9 | 4 | 6 | 0.9
COc1ccc(NC(=O)C(C)Sc2ccccc2)cc1 (stereo not given) | 5 | 1.1 | 1636 | 1 | 9 | -2 | -0.89 | x | 11 | 2 | 1
Cc1ccccc1OCC(=O)NCC(=O)OCC(=O)c1ccc2ccccc2c1 | 8 | 1 | 1848 | 0.9 | 10 | 3 | 0.49 | x | -1 | 6 | 0.9
c1cncc(CSc2ccc(-c3ccc4c(c3)OCO4)nn2)c1 | 0 | 1.1 | 1519 | 1.3 | -3 | 5 | -0.14 | -3 | 2 | -2 | 1
COC(=O)c1c(NC(=O)c2ccccc2N(C)S(=O)(=O)c2ccccc2)sc2c1CCCC2 | 5 | 0.9 | 1657 | 1 | -4 | 5 | x | x | -1 | 14 | 0.9
O=c1cnnc(SCc2ccc([N+](=O)[O-])cc2)[nH]1 | 79* | 1.1 | 1688 | 1.1 | 11 | 73* | 0.78 | -11 | 45* | -4 | 1
CCOC(=O)Cc1c(C)nc2c(-c3ccccc3)c(C)nn2c1C | 2 | 1 | 1638 | 1 | 0 | 8 | -0.034 | x | 17 | 4 | 1
COCCCNC(=O)CNC(=S)N(Cc1cc(OC)c(OC)c(OC)c1)C1CCCC1 | 4 | 1.1 | 1801 | 0.9 | -7 | 2 | 0.56 | -20 | 4 | 6 | 0.9
Cc1nn(Cc2ccc(F)cc2Cl)c(C)c1[N+](=O)[O-] | -1 | 0.9 | 1398 | 0.9 | 6 | 0 | -0.022 | -15 | -3 | 20 | 0.8
N/C(=N\OC(=O)COc1cc(Cl)c(Cl)cc1Cl)c1ccncc1 | 3 | 1 | 1477 | 1 | 2 | -1 | -0.15 | -15 | 1 | -5 | 1
Cc1ccc(Cn2ncc3c(N4CCN(c5ccccc5C)CC4)ncnc32)cc1 | -2 | 0.9 | 1262 | 0.8 | -36 | -10 | x | 2 | -12 | 14 | 0.9
O=C(CSc1ccc2nnc(-c3ccncc3)n2n1)Nc1ccc2c(c1)OCCO2 | -5 | 1 | 1541 | 1 | 3 | -2 | x | 7 | -11 | 14 | 0.9
O=C(Cc1cccc2ccccc12)NC(NC(=S)Nc1ccccc1Cl)C(Cl)(Cl)Cl (stereo not given) | -4 | 1.1 | 1540 | 1.1 | 5 | -1 | x | -2 | -3 | -3 | 1
CN=c1scc(-c2ccco2)n1/N=C/c1ccc(O)c(O)c1 | -2 | 0.9 | 1642 | 0.5 | 24 | 11 | 0.83 | -1 | 2 | 51* | 0.5
CCN(CC)C(=O)CSc1ncnc2c(-c3cccs3)nsc12 | 0 | 0.9 | 1506 | 0.9 | -2 | 1 | x | -26 | 3 | 25 | 0.8
Cc1cc(=O)n(C)c(=O)n1CCCCCN1CCCC1 | 0 | 1 | 1386 | 0.9 | 28 | 5 | x | -24 | 7 | 20 | 0.8
CN(C)CCCNC1CS(=O)(=O)CC1O (stereo not given) | 0 | 0.9 | 1524 | 0.9 | 7 | 7 | x | x | 4 | 5 | 1
O=C(O)CC(NS(=O)(=O)c1cccc2nsnc12)c1ccc(F)cc1 (stereo not given) | -1 | 1 | 1358 | 1 | -8 | -3 | 0.31 | 7 | -1 | 15 | 0.9
COc1ccc(CCNC(=O)CN2CCN(c3cccc(C(F)(F)F)c3)CC2)cc1 | 3 | 1 | 1398 | 1 | 1 | -13 | -1.7 | x | 0 | 15 | 0.9
COc1ccc(N(CC(=O)N2CCCC(C)C2)S(=O)(=O)c2c(C)nn(C)c2C)cc1 (stereo not given) | 4 | 0.9 | 1712 | 0.9 | 10 | 1 | x | 4 | 9 | 17 | 0.8
O=C(C[n+]1ccccc1)c1ccc(NC(=O)c2ccccc2)cc1 | 7 | 1.5 | 1521 | 0.9 | 12 | 2 | x | -20 | 5 | 3 | 1
Clc1cccc(N/N=C/c2ccc(N3CCOCC3)s2)c1 | 7 | 0.8 | 1896 | 0.7 | -18 | 2 | x | 2 | 2 | 16 | 0.8
COc1cccc(N2CCN(CC(=O)Nc3ccc(SC(F)F)cc3)CC2)c1 | 8 | 0.9 | 1534 | 0.9 | -20 | 6 | x | -13 | 0 | 12 | 0.9
Cc1cc(NC(=O)CSc2nnc3c(C)cc4cc(C)c(C)cc4n23)no1 | -6 | 1 | 1328 | 1 | 1 | 9 | -1.1 | -1 | 4 | 17 | 0.8

3 compounds already listed, arranged by the value under PMI activator, lowest first.
structure	PPARg SRC-1 ag	PMI act hi M6P	PMI activator	G6PDH CS	PPARg SRC3 recr	ROMK mod	S1P3 antagonist	PPARg SRC2 recr	Diaph act CS
Clc1cccc(N/N=C/c2ccc(N3CCOCC3)s2)c1	7	0.8	0.7	-18	2	x	2	2	0.8
CN(C)CCCNC1CS(=O)(=O)CC1O (stereo not given)	0	0.9	0.9	7	7	x	x	4	1
COc1ccc(CCNC(=O)CN2CCN(c3cccc(C(F)(F)F)c3)CC2)cc1	3	1	1	1	-13	-1.7	x	0	0.9

The listing continues:
SMILES | PPARg SRC-1 ag | PMI act hi M6P | TR-FRET SRC-2 ct | PMI activator | G6PDH CS | PPARg SRC3 recr | ROMK mod | S1P3 antagonist | PPARg SRC2 recr | Diaphorase inh | Diaph act CS
O=C(O)c1c[nH]ccc1=O | 0 | 0.9 | 1601 | 0.9 | 18 | -1 | x | -16 | 2 | 12 | 0.9
CC(NC(=O)c1ccc2c(c1)OCCO2)C(=O)O (stereo not given) | 7 | 1 | 1622 | 1.1 | 8 | -8 | x | -4 | 0 | 9 | 0.9
CS(=O)(=O)N(CC(=O)Nc1cccc([N+](=O)[O-])c1)c1cccc(F)c1 | 3 | 1 | 1460 | 0.9 | 19 | -2 | -0.24 | -80 | 1 | 14 | 0.9
COCCn1c(=S)[nH]c2cc(OC)c(OC)cc2c1=O | 5 | 0.9 | 1548 | 0.9 | -7 | 12 | 0.17 | 7 | 5 | 6 | 0.9
Cn1nnnc1SCC(=O)Nc1ccc(Cl)cc1Cl | -1 | 0.9 | 1570 | 1 | 0 | -2 | 0.011 | x | -1 | 15 | 0.9
COC(=O)c1cc(C(=O)NCc2ccccc2)c(=O)[nH]c1C | -6 | 0.9 | 1612 | 0.9 | 15 | -1 | x | -7 | 1 | 4 | 1
Cc1cccc(C)c1NC(=O)CNC(=O)CCC(=O)c1cccs1 | 4 | 1 | 1687 | 0.9 | 2 | 7 | 0.89 | -3 | 1 | 8 | 0.9
O=C(NCCN1CCOCC1)c1cc2cc(Cl)cc(Cl)c2oc1=O | -1 | x | 1659 | x | x | 14 | 1.4 | x | 12 | x | x
CCOC(=O)C1=C(C)NC(=O)NC1c1ccc(OCC(=O)Nc2ccccc2)c(OC)c1 (stereo not given) | 2 | 0.8 | 1456 | 0.9 | -5 | 10 | x | -7 | 9 | 19 | 0.8
CCOC(CCn1c(SCc2ccc([N+](=O)[O-])cc2)nc2ccccc2c1=O)OCC | -4 | 1 | 1455 | 0.8 | -15 | 5 | -0.6 | -8 | -9 | 15 | 0.8
COc1ccccc1C(=O)NC(C)c1ccccc1 (stereo not given) | 1 | 1 | 1362 | 1 | 20 | -2 | x | x | 0 | 8 | 0.9
COc1cc(NC(C)C(=O)N2CC(C)OC(C)C2)cc(OC)c1 (stereo not given) | 0 | 0.9 | 1538 | 0.8 | 5 | 4 | -0.0035 | x | 4 | 22 | 0.8

PPARg SRC2 recr: what is marked active above
SMILES	PPARg SRC-1 ag	PMI act hi M6P	PMI activator	G6PDH CS	PPARg SRC3 recr	ROMK mod	S1P3 antagonist	PPARg SRC2 recr	Diaph act CS
O=c1cnnc(SCc2ccc([N+](=O)[O-])cc2)[nH]1	79*	1.1	1.1	11	73*	0.78	-11	45*	1
